Screens from PubChem.
CCT modulator – changes cytosolic chaperonin activity | purified chaperonin ATPase assay, HTRF ADP detection, 30 min | 0.3% of 360,000 active | activity change, % (concentration not given with the values), hits read low | AID 651819; in the data active = activity change below about -30%; note: % is set by controls: 0 for no effect and ±100 for the full control effect
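Enzyme 40 or 20 nM (batch-dependent) in Tris pH 7.4/KCl/MgCl2/DTT; cpd 76 uM single point; ATP 10 uM; 30 min 37 °C; Transcreener ADP HTRF detection, 30 min RT; ratio 665/615.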
pAkt inh – inhibitors of Akt phosphorylation; 0.32% of 360,000 active; activity change, % for hits at 50 µM; Neuro2A IGF-stimulated pAkt S473 HTRF, 20 min; active compounds read low; AID 651550; in the data active = activity change below about -80%; inconclusive = mostly about -51% to -80%; note: % is set by controls: 0 for no effect and ±100 for the full control effect
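Single-point screen (50 µM final compound) in Neuro2A cells stimulated 20 min with 6 nM IGF at 37 deg C. After lysis, Ser473-phosphorylated Akt read by HTRF (ex 330 nm, em 615/665 nm) as the 665/615 ratio.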
MmCpn inh – blocks the Methanococcus maripaludis chaperonin Mm-Cpn | purified Mm-Cpn ATPase, ADP Transcreener TR-FRET | Potency, µM (top dose mostly 76.9 µM), without a hit: at the top dose activity, negative = inhibition, actives largely listed as inhibitors | 0.031% of 330,000 active | AID 504842; note: potency is the fitted concentration of half-maximal effect; % is set by controls: 0 for no effect and ±100 for the full control effect; nearly all actives have a fitted effect of over 80% in size
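ATPase read-out: TR-FRET ADP immunoassay (anti-ADP Eu cryptate vs ADP-d2), ex 320 nm, em 590/665 nm; signal drops as ADP forms. Enzyme 25 nM, ATP 10 uM, 30 min at 37°C after 10 min compound preincubation.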
PTHR1 ag – PTHR1 (human) receptor agonism | Potency, µM (doses to about 115 µM), without a hit: at the top dose activation, usual class: activators | HEK293 GP2 PTHR1 cells, GloSensor cAMP luminescence, 1 h | Q03431 | 0.075% of 410,000 active; note: potency is the fitted concentration of half-maximal effect; nearly all actives have a fitted effect of over 55% in size; some results filed as inactive show a strong effect at the top dose; inactives centre near -15; many of its hits are not listed in these tables
Target sequence (Q03431 whole entry, looked up): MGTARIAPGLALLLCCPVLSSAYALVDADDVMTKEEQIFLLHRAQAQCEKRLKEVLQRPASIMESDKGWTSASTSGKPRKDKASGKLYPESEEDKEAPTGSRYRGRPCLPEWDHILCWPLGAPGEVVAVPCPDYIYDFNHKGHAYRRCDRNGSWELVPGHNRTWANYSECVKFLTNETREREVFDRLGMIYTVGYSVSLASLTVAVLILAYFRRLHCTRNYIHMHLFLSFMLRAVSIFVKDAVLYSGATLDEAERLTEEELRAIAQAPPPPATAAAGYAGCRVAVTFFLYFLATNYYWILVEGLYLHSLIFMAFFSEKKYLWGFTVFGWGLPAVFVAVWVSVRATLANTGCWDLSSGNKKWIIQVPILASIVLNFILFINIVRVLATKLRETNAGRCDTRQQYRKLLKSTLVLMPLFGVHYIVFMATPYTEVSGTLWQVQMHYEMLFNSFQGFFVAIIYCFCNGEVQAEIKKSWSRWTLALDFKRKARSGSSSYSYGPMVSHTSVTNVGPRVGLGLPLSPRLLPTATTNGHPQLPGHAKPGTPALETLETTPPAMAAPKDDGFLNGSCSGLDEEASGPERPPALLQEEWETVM
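HEK-293-derived GP2 cells expressing PTHR1 and a GloSensor cAMP reporter, 3,000/well, plated overnight, given luciferin plus IBMX (each 0.5 mM as added) for 1 h at 37 °C, then compound for 1 h at 37 °C. Luminescence was read after 15 min at room temperature.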
EPAC2 ag – EPAC2 (human) agonism | EPAC2 activation, biochemical qHTS; response scale: 100% = 6.5 mM cAMP response | Potency, µM (titrated, usually from 154 µM), inactives show at the top dose activation, hits mostly activators | 0.079% of 360,000 active | Q8WZA2; note: potency is the fitted concentration of half-maximal effect; nearly all actives have a fitted effect of over 50% in size
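Readout is BODIPY fluorescence (480 nm excitation, 540 nm emission), which falls as labeled GDP is exchanged off Rap1B. EPAC2 at 100 nM acted on 250 nM RAP1B-BODIPY-GDP with 50 uM GDP present.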
EPAC2 antagonist – antagonists of human EPAC2. Potency, µM (titrated, usually from 114 µM), for the others: at the highest dose activity, negative = inhibition, usual class: inhibitors. EPAC2 GEF exchange of Rap1B-BODIPY-GDP, fluorescence. 0.18% of 360,000 active; note: potency is the fitted concentration of half-maximal effect; % is set by controls: 0 for no effect and ±100 for the full control effect; nearly all actives have a fitted effect of over 45% in size; many of its hits are not listed in these tables
DRD3 antagonist – antagonists of human D3 dopamine receptor | P35462 | D3R cells, DiscoveRx beta-arrestin luminescence, antagonist mode; active compounds read low | max response, negative = inhibition, % | 2.5% of 360,000 active | AID 652054; in the data active = max response below about -50%; inconclusive = no clear call, values can overlap the other calls; note: % is set by controls: 0 for no effect and ±100 for the full control effect; mostly tested at two doses, the higher about 12 µM
Target sequence (P35462 whole entry, looked up): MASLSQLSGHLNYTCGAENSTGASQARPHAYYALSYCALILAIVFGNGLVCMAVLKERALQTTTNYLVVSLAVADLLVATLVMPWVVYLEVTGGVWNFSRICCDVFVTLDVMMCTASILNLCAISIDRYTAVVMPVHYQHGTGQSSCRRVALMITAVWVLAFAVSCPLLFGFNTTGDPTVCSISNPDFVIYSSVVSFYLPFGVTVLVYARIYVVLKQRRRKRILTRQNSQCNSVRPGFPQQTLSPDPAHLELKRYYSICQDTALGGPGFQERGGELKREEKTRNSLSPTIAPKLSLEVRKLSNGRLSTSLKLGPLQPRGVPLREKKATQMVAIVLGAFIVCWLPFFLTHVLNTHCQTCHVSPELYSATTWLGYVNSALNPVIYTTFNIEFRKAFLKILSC
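Cells expressing the human receptor were seeded at 1500 cells/well, incubated overnight at 37 degrees C in 5% CO2, then exposed to library compounds with dopamine controls for 90 minutes at 37 degrees C before luminescent detection.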
DRD3 agonist – agonists of human D3 dopamine receptor | P35462 | D3R DiscoveRx beta-arrestin cells, luminescence, 90 min | max activation, % | 0.58% of 410,000 active; in the data active = max activation above about 30%; note: 0% is about no effect; mostly tested at two doses, the higher about 12 µM
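Cells at 1500/well, incubated overnight, then treated with pinned compounds (dopamine as control) for 90 min at 37 degrees C. DiscoveRx reagent added for 30 - 60 minutes at room temperature; luminescence read.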
An asterisk follows results filed as active; i = inactive; ? = inconclusive; · = not tested or not shown; & = joins results of further samples; [ ] = dose if it differs, or a comment. Unless noted, calls come from the whole dose curve; as a rule, active = well fitted curve in the direction sought with a large enough effect; inconclusive = small, poorly fitted or top-dose-only effect, or another doubt; inactive = no such curve, though single readings can be large; an effect the other way counts as inactive or inconclusive.

SMILES	CCT modulator	pAkt inh	MmCpn inh	PTHR1 ag	EPAC2 ag	EPAC2 antagonist	DRD3 antagonist	DRD3 agonist
CCCCNC(=O)CSc1nc2ccccc2c(=O)n1CCNC(C)=O	-2.0	·	1%	i	-1%	6%	34	1
COC(=O)[C@]1(C)N[C@H](c2ccc(-c3cccc(Cl)c3)cc2)[C@@H]2C(=O)N(C)C(=O)[C@@H]21	-1.6	i	1%	0%	4%	12%	-14	6
O=C(Nc1ccn(Cc2ccccc2)n1)c1ccc(F)cc1	-1.2	i	-1%	-9%	4%	1%	-5	-7
C[C@H](CO)N1C[C@H](C)[C@H](CN(C)S(=O)(=O)c2cccc(C#N)c2)OCc2cnnn2CCCC1=O	-2.9	i	·	-14%	10%	4%	-13	-8
O=C1CSCN1c1cc(Cl)ccc1Cl	-1.7	i	-2%	i	-6%	-8%	1	1
C=CCn1cc(/C=N/NC(=O)COc2cccc3cccnc23)c2ccccc21	3.4	i	1%	i	-3%	13%	8	4
CCOc1ccc(Cn2nnc(C(=O)NCCc3ccc(Cl)cc3)c2N)cc1	0.8	i	1%	-20%	5%	3%	-19	-1
COc1ccc(N2CC(C(=O)OCC(=O)Nc3cc(C)on3)CC2=O)cc1 (stereo not given)	-1.2	i	-1%	i	-1%	17%	-5	-1
CCSc1nc(O)c(C2OC(=O)c3c2ccc(OC)c3OC)c(=O)n1-c1ccccc1 (stereo not given)	-0.2	i	2%	-5%[57.5 µM]	-4%	9%	6	3
O=[N+]([O-])c1ccc(Sc2cccc3cccnc23)c2cccnc12	0.5	i	0%	-3%	5%	21%	-11	-1

The last three records of the part above lead into the next.
SMILES	CCT modulator	pAkt inh	MmCpn inh	PTHR1 ag	EPAC2 ag	EPAC2 antagonist	DRD3 antagonist	DRD3 agonist
COc1ccc(N2CC(C(=O)OCC(=O)Nc3cc(C)on3)CC2=O)cc1 (stereo not given)	-1.2	i	-1%	i	-1%	17%	-5	-1
CCSc1nc(O)c(C2OC(=O)c3c2ccc(OC)c3OC)c(=O)n1-c1ccccc1 (stereo not given)	-0.2	i	2%	-5%[57.5 µM]	-4%	9%	6	3
O=[N+]([O-])c1ccc(Sc2cccc3cccnc23)c2cccnc12	0.5	i	0%	-3%	5%	21%	-11	-1
CC1CCN(C(=O)COC(=O)COc2ccccc2C#N)CC1	-1.7	i	0%	i	12%	8%	4	1
N#Cc1ccsc1NC(=O)CN1CCN(c2ccccc2)CC1	-1.4	i	-4%	i	6%	2%	-6	15
COc1ccc(Cn2c(=S)[nH]c3cc(C(=O)NCc4cccnc4)ccc3c2=O)cc1	0.5	i	-2%	-24%	-11%	1%	10	5
Cc1cc(C)c(C)c(S(=O)(=O)NCc2ccc(C(=O)N3CCCCC3)cc2)c1C	0.1	i	-1%	-6%[57.5 µM]	-1%	-2%	-6	3
O=C(CCNC(=O)c1ccc(Cl)cc1)NCC(c1ccco1)N1CCCCC1 (stereo not given)	0.0	i	0%	-2%	5%	-3%	0	-1
C[N+]1(C2CCC3CCC2C3O)CCCC1 (stereo not given)	1.3	i	0%	-3%	1%	2%	0	8
O=C1CCC2c3ccc4ccccc4c3CCN12 (stereo not given)	-2.4	i	0%	-7%[57.5 µM]	-1%	10%	35	-7
CCCN1C(=O)C2(C(C(=O)c3ccc(C)o3)=C(O)C(=O)N2CCCN2CCOCC2)c2ccccc21 (stereo not given)	1.6	i	0%	i	5%	-6%	-14	-9
CCOC(=O)Cn1nnnc1CN(Cc1ccccc1)Cc1cc2cc(CC)ccc2[nH]c1=O	-3.6	i	0%	-14%[57.5 µM]	-3%	-4%	-9	3
CCc1ccccc1NC(=O)C1CCCN(S(=O)(=O)c2ccc3c(c2)CC(C)N3C(C)=O)C1 (stereo not given)	-4.3	i	0%	-44%[inhibitor]	5%	1%	-9	-6
CC(C)(C)OC(=O)N1CCN(C(=O)c2nc[nH]c2C(=O)N2CCN(C(=O)OC(C)(C)C)CC2)CC1	-1.0	i	-1%	-23%	9%	4%	8	9
COC(=O)c1ccccc1NC(=O)c1cccs1	-0.2	i	-8%	i	8%	9%	-4	-7
Cn1c(CN2CCOCC2)nc2cc(NC(=O)COc3ccccc3)ccc21	-1.0	i	-6%	-18%	11%	14%	0	-1
CC#CCCCC(=O)Nc1ccccc1C(=O)O	1.1	i	-5%	i	9%	1%[57.1 µM]	-8	0
CCOC(=O)c1cc(-c2ccccc2)n(CCC(=O)N2CCN(c3ccccn3)CC2)c1C	1.6	i	0%	-96%[inhibitor]	-4%	-22%	-10	-4
Cc1cc(C(=O)COC(=O)Cc2n[nH]c(=O)c3ccccc23)c(C)n1-c1cccc(C(F)(F)F)c1	-1.2	i	-13%	-24%	-12%	-19%	10	5
CCOC(=O)c1c(-c2ccc(C)cc2)csc1NC(=O)CCN1CCOCC1	-2.7	i	0%	i	25%	-24%	1	-5
COc1ccc(C(CNC(=O)c2ccc(S(=O)(=O)N3CCCC3)cc2)N2CCOCC2)cc1 (stereo not given)	1.1	i	1%	-24%	-1%	7%	15	-4
CCO[C@@H]1c2c(ccc3ccc(=O)oc23)OC(C)(C)[C@@H]1O	0.1	i	1%	-24%	5%	1%	19	1
COc1cc(OC)cc(C(=O)NC(C)c2cnn(-c3ccccc3C)c2C)c1 (stereo not given)	-4.8	i	1%	-23%	9%	0%[57.1 µM]	26	-1
O=C(CCN1C(=O)/C(=C/c2ccccc2Cl)SC1=S)NNC(=O)c1cccnc1	-2.7	i	1%	-4%	3%	12%	10	15
CC(C)CC(c1nnnn1C1CCCC1)N1CCC(C(N)=O)CC1 (stereo not given)	2.6	i	0%	i	-7%	-2%	1	-5
COc1cc2ccccc2cc1C(=O)N(CCN(C)C)c1nc2c(F)cccc2s1	-5.0	i	-7%	i	11%	?	19	-11
Cc1ccc(C(=O)N/N=C\c2ccc(-c3ccc(Cl)c(Cl)c3)o2)cn1	1.9	i	1%	?	5%	-6%	22	-26
Cc1cc(OCCN2CCOCC2)nc2ccccc12	-2.2	i	-1%	-8%	-11%	-4%	-12	-5
O=C(COC(=O)c1cnc(Cl)c(Cl)c1)NC1CCCCCC1	-0.2	i	1%	-46%[inhibitor]	6%	6%	-25	-10
COc1cc(C(=O)NCCCc2nc3ccccc3n2Cc2cc(C)ccc2C)cc(OC)c1OC	0.7	i	2%	-27%	-10%	-10%	1	-1
Cc1ccc(-c2ocnc2C(=O)Nc2ccccc2NC(=O)c2ccccn2)cc1	-2.1	i	-1%	-9%	17%	?	2	-22
CC1(C)N=C(N)N=C(N)N1c1cccc(CN)c1	1.4	i	1%	i	4%	10%	4	1
N#CCSc1ccccc1NC(=O)CN1C(=O)C2CC=CCC2C1=O (stereo not given)	-0.6	i	-1%	i	5%	1%	-16	5
CCN(CC)C(=O)CSc1nnc2cc(C)c3ccccc3n12	-0.8	i	-8%	-26%	-3%	-2%	5	-7
NC(=O)c1ccc2c(=O)n3c(-c4cccs4)csc3nc2c1	-0.5	i	-3%	-17%	-2%	9%	7	2
CC(C)c1ccc(NC(=O)CC2Oc3ccccc3NC2=O)cc1 (stereo not given)	-0.2	i	2%	?	3%	2%	4	1&-16
O=C1Nc2ccccc2C(O)(C(=O)NCc2ccco2)N1c1ccc(Cl)cc1 (stereo not given)	1.3	i	0%	i	-2%	7%	-11	2
Cn1c(CNC(=O)CNS(=O)(=O)c2ccc(F)cc2F)cc(=O)n(C)c1=O	-0.6	i	-3%	0%	10%	-3%	-7	2
Cc1c(C(=O)N(C)CCC#N)oc2ccc(S(=O)(=O)N3CCOCC3)cc12	0.5	i	0%	-22%	2%	1%	-8	1
COc1ccc(NC(=O)C/C(C)=N/NC(=O)C2CCCCC2)c([N+](=O)[O-])c1	-3.6	i	0%	i	3%	6%	-11	0
O=C(NC(=S)NC(CO)c1ccccc1)c1ccc(F)cc1 (stereo not given)	3.0	i	-1%	-46%[inhibitor]	3%	5%	1	-7
O=C(Oc1ccc(-c2nnco2)cc1)c1cc(S(=O)(=O)N2CCOCC2)ccc1F	-0.4	i	·	-36%[inhibitor]	12%	10%	-25	2
O=C(CSc1nnc(-c2ccccc2)n1CC1CCCO1)N1CCCC1 (stereo not given)	-4.4	i	2%	-18%	7%	3%	-1	-1
O=C(Cn1cnc2cc([N+](=O)[O-])ccc2c1=O)Nc1ccc2c(c1)CCC2	-1.2	i	0%	i	4%	3%	-11	-8
COc1cccc(C(=O)CSc2nnc(CNS(C)(=O)=O)n2-c2ccc(C)cc2)c1	-0.8	i	0%	-6%	1%	-5%	44	2
Cc1cc(SCC(=O)Nc2cccc(S(=O)(=O)N3CCOCC3)c2)nc2ccccc12	-1.8	i	?	-5%	9%	16%	-9	-1
COC(=O)c1ccc(NC(=O)CSCc2ccc(C)cc2)cc1	-2.5	i	0%	?	19%	-7%	-22	-3
O=C(O)c1ccccc1/C=N/Nc1ccc(S(=O)(=O)N2CCCC2)cc1[N+](=O)[O-]	2.0	i	0%	-6%	0%	-13%	-22	-5
C=CCn1c(SCn2nnc3ccccc3c2=O)nnc1-c1ccc(F)cc1	1.9	i	-9%	-2%	5%	1%	-19	-1
CCNC(=O)COn1c(SCC(=O)NCC)nc2ccccc2c1=O	-0.3	i	3%	-6%	-9%	3%	-16	1
CCCC(=O)Nc1cc(OCC)c(NC(=O)NC2CCCCC2)cc1OCC	-6.1	i	-1%	i	-3%	0%	4	-2
COc1cc(CNc2ccc3[nH]c(=O)[nH]c3c2)ccc1OCc1ccc(Cl)cc1	1.7	i	-2%	-23%	2%	-12%	7	7
COc1ccc(N2CCN(C(=O)c3nn(C)c4c3CS(=O)(=O)c3ccccc3-4)CC2)cc1	-6.5	i	2%	i	5%	-6%	1	4&8
Cc1cccnc1NC(=O)c1sc2ccccc2c1Cl	-1.7	i	-2%	-9%	12%	-12%	-13	2
CCCCC(CC)COC(=O)C(C#N)=C(c1ccccc1)c1ccccc1 (stereo not given)	-5.1	i	-6%	-5%	4%	-27%	-74*	-93&0

These rows are one share of the data; the hit share may differ from the screen's.
